Screening results from PubChem.
SUMO HTRF inh: SUMOylation inhibition; inhibition, % at 35 µM; P63279; HTRF SUMOylation assay, SAE1/SAE2 + UBC9, in vitro; 290,000 tested, 0.36% active; in the data active = inhibition above about 50%, passing the limit was not always enough; note: strong numbers were not always called active
VIM-2 inhibitor: inhibitors of Pseudomonas aeruginosa VIM-2 metallo-beta-lactamase. purified VIM-2, nitrocefin hydrolysis, epi-absorbance fluorescence. 290,000 tested, 0.89% active. inhibition, % at 5.6 µM;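 active = inhibition above the mean of all tested compounds plus 3 SD, cutoff set per screening run, cut at about 7.5% in these data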;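 note: red hydrolysis product quenches plate fluorescence so inhibitors raise well fluorescence; 0% = enzyme with DMSO and 100% = DMSO without enzyme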
p-CIP stab down: compounds decreasing mouse p/CIP protein stability; Q05BA5; F442A p/CIP-EGFP cells, EGFP fluorescence, 16 h; decrease of EGFP signal, % at 10 µM; 290,000 tested, 0.01% active; AID 1984;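 active = EGFP signal decrease of at least 30% at 10 µM or well 3 SD below plate mean, unless failing retest; inactive = the rest, including hits failing retest or dose response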; note: some compounds called inactive have numbers as strong as hits; many of its hits are not listed in these tables
HCV NS3 hel inh: blocks Hepatitis C virus NS3 helicase unwinding; NS3 helicase DNA unwinding, Cy5 molecular beacon fluorescence; inhibition, % at 10.9 µM; 290,000 tested, 0.56% active; AID 1800;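 active = inhibition above the mean of all tested compounds plus 3 SD, set per campaign, cut at about 35% in these data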;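 note: 0% = DMSO wells and 100% = thioflavine S control wells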
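Assay system: hepatitis C virus NS3 helicase domain fragment enzyme. Also added: annealed dual-labelled DNA beacon duplex, ATP-started. Timing: 1 h reaction at 25 °C, ATP-initiated. Technique: Cy5 fluorescence at 0 and 60 min, beacon hairpin quenching. Evaluation: % inhibition of unwinding. Replication: one well per compound.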
IDE cell activ: boosts human insulin-degrading enzyme activity in HEK cells; activation, % at 5.96 µM; P14735; FAbeta-B cleavage, fluorescence polarization; 0% vehicle, 100% cell-free pure enzyme wells; AID 493087; 340,000 tested, 0.073% active;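 active = activation above the mean of all tested compounds plus 3 SD, set per screening campaign, cut at about 17% in these data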
Target sequence (P14735 whole entry, looked up): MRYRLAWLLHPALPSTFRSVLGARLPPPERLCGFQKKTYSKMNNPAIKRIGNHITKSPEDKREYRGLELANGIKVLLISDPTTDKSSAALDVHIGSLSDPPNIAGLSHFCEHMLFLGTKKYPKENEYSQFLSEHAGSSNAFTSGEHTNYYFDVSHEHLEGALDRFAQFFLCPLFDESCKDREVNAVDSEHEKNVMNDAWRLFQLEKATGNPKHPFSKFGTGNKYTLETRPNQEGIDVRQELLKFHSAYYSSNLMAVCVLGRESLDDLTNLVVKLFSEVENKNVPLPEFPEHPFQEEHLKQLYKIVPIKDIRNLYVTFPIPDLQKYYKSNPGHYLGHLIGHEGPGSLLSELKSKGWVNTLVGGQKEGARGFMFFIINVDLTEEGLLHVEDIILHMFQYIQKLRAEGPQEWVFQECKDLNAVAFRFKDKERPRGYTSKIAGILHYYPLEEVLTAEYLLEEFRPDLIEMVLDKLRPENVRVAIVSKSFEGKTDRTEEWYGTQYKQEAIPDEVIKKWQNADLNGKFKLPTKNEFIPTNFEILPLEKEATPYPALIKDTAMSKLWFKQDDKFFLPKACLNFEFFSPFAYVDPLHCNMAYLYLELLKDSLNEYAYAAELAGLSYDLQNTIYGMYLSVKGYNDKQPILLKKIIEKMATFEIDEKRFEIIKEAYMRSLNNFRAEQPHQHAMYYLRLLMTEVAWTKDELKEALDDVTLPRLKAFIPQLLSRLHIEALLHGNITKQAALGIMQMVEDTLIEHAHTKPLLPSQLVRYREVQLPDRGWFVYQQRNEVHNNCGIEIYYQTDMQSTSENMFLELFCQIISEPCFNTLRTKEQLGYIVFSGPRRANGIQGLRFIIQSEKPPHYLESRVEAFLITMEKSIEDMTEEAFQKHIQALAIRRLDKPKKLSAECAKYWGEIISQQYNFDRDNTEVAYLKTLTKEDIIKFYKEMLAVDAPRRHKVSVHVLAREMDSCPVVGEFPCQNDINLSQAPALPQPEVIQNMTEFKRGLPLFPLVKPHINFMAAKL
IDE cell inh: cellular human IDE inhibition | 320,000 tested, 0.41% active | inhibition, % at 5.59 µM | P14735 | AID 434962 | HEK cells, FAbetaB cleavage, fluorescence polarization;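 active = percent inhibition above the average of all tested compounds plus 3 SD, set per screening campaign, cut at about 16% in these data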;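 note: IDE supplied by intact live HEK cells; FP after avidin binding of uncleaved biotin substrate so inhibition keeps polarization high; 0% = DMSO wells and 100% = 60 µM reference IDE inhibitor Ii1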
CRFBP-R2 block: CRF-BP/CRF-R2 complex antagonism; 350,000 tested, 0.59% active; HEK293 CRF-R2/CRF-BP, CRF-induced calcium fluorescence; inhibition, % at 11.8 µM;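 active = inhibition of the ligand-induced calcium signal above about 50% at the single tested concentration, limit read from the data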
GalR3 antagonist: antagonists of human GalR3. HEK293 GalR3-CNG cAMP membrane potential fluorescence; galR3 body fused to GalR1 C-terminus. 360,000 tested, 0.44% active. AID 651719. O60755. inhibition, % at 3 µM;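 active = inhibition above the screen-wide average plus 3 SD, cut at about 13% in these data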;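 note: forskolin and galanin both at EC90 stimulate the cells; cAMP rise reported by CNG channel membrane potential dye signal; 0% = forskolin plus galanin with DMSO and 100% = forskolin alone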
IMP-1 inh: blocks Pseudomonas aeruginosa IMP-1 metallo-beta-lactamase. purified IMP-1, nitrocefin hydrolysis, epi-absorbance fluorescence. inhibition, % at 5.6 µM. 290,000 tested, 0.45% active. AID 1556;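 active = inhibition above the mean plus 3 SD of all compounds in the same screening run, cut at about 4.5% in these data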;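 note: 0% = IMP-1 with DMSO and 100% = DMSO wells lacking enzyme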
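Material – recombinant IMP-1 enzyme, purified · Amount – IMP-1 0.2 nM before substrate addition · Medium – HEPES buffer pH 7.1 with ZnSO4 and Brij 35 · Timing – 25 °C, 15 min preincubation, 25 min reaction · Measured by – plate fluorescence quenching by hydrolysis product, ex 480/em 530 nm · Read-out – percent enzyme inhibition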
The depositor's hits bear a star; / = no result given.

SMILES	SUMO HTRF inh	VIM-2 inhibitor	p-CIP stab down	HCV NS3 hel inh	IDE cell activ	IDE cell inh	CRFBP-R2 block	GalR3 antagonist	IMP-1 inh
O=C(NCC1CCCO1)c1cccc(S(=O)(=O)Nc2ccc(SC(F)F)cc2)c1 (stereo unspecified)	/	/	/	/	3.5	-3.8	-2.4	0.2	/
Cc1cc(C)cc(C(=O)OCC(=O)N2CCCCCC2)c1	/	/	/	/	4.3	8.3	-2.5	-7.9	/
N#CC1=C(N)C2=CCCC[C@H]2[C@H](c2cccc(F)c2)C1(C#N)C#N	-14.7	0.1	17.4	14.1	-3.1	6.6	-7.5	-5.6	-2.4
CN1C(=O)C(CCC(=O)O)NC1=S (stereo unspecified)	-5.9	-2.2	-1.4	2.7	4.1	2.3	-1.2	-4.5	-1.8
O=C(Nc1nnc(-c2ccccc2Cl)o1)c1ccc(S(=O)(=O)N2CCCCCC2)cc1	-34.5	-4.0	-11.3	7.1	/	5.1	-10.9	/	-1.1
Cc1cc(/C=N/NC(=O)c2ccsc2)c(C)n1-c1cnccn1	16.9	-7.6	0.7	9.0	4.3	2.1	-5.7	-6.4	-5.7
Cc1cc(C)c(/C=N/NC(=O)c2nnn(-c3nonc3N)c2COc2ccc(F)cc2)c(C)c1	-15.1	-2.6	1.2	-0.4	/	-0.5	-8.0	-5.7	-1.9
O=C(N1CCC(n2nc(-c3ccccc3)oc2=O)CC1)C1(c2ccc(Cl)cc2)CC1	-24.7	-2.1	14.3	-6.0	-0.3	4.0	11.0	/	-4.0
COc1ccc(CCN(C(=O)C(F)(F)F)C(C(=O)NC2CCCCC2)c2ccc(C)s2)cc1OC (stereo unspecified)	-10.8	-5.6	5.0	2.0	3.2	-0.6	-10.0	-2.3	-2.9
CCC(C(=O)Nc1cccc(C(=O)O)c1C)c1ccccc1 (stereo unspecified)	-2.8	0.9	-3.1	8.1	3.5	1.6	1.3	0.8	-1.3
Cn1c(SCc2ccc(Cl)cc2Cl)nc(C(F)(F)F)cc1=O	-21.0	-4.0	-0.4	7.2	-3.6	1.0	-42.0	-6.0	-3.3
CC1=NN(C(=O)COc2ccccc2)C(O)(c2ccccc2)C1 (stereo unspecified)	2.5	-8.4	0.7	-4.7	2.5	-1.8	-4.5	-6.3	-4.3
COc1ccc(CCNC(=O)c2cc(-c3ccc4c(c3)OCO4)on2)cc1OC	15.7	-2.8	0.0	-0.9	7.1	10.3	8.6	/	-2.9
O=C(c1ccc2c(c1)OCCO2)N1CCN(c2ccccn2)CC1	-0.2	-1.5	-3.5	10.4	0.4	6.9	-5.6	1.0	-3.9
COC(=O)C(C)Sc1nc2c(cnn2-c2ccc(C)cc2)c(=O)[nH]1 (stereo unspecified)	28.5	-1.6	-15.2	1.1	0.8	4.5	-3.4	-1.8	-4.3
O=C(CSc1nc2ccccc2c(=O)[nH]1)N1CCN(c2ccccc2)CC1	15.5	-1.7	3.3	4.4	-0.6	-2.9	-0.1	-2.0	-1.9
CCOC(=O)C1CCN(Cc2ccc(O)c3ncccc23)CC1	-57.0	-1.5	-27.4	-2.8	0.6	1.3	-1.5	0.4	-1.4
NC1(C#Cc2ccc3c(=O)c4ccccc4sc3c2)CCCCC1	/	/	/	/	-6.3	2.4	-11.2	0.3	/
Cc1ccc(C(=O)NC(=S)Nc2ccc(CN3CCOCC3)cc2)cc1	11.3	-1.5	-7.7	-22.5	5.3	-0.8	-17.2	-4.1	-2.5
Cc1c(-n2c(SCC(=O)NC(C)C)nc3ccccc3c2=O)c(=O)n(-c2ccccc2)n1C	6.0	0.8	1.2	3.1	9.0	1.0	-7.1	2.8	0.8
Cc1cc(-c2n[nH]c(=S)n2-c2ccc(C)c(C)c2)no1	10.2	-3.1	-22.1	-0.9	-3.3	1.5	-52.1	-1.8	-2.4
CC(=O)N1CCN(c2ccc(NC(=O)c3ccc(Cl)c(Cl)c3)cc2)CC1	-0.5	-1.9	-1.5	-5.8	-4.0	4.5	10.3	4.2	-2.7
CCCc1nc2c(C)cc(C)cc2c(N)c1CC	5.9	1.8	-1.1	-6.9	2.0	2.3	-5.8	-4.0	0.4
Cn1c(=O)c2c(nc3n2CC(O)CN3c2ccc(O)cc2)n(C)c1=O (stereo unspecified)	7.5	-2.3	-17.0	4.5	5.6	-2.9	3.6	-9.7	-3.2
C=C(C)C1CC=C(C)/C(=N/Nc2ccccc2[N+](=O)[O-])C1 (stereo unspecified)	-14.5	-0.6	-1.7	-8.9	-5.0	-0.2	-9.5	-3.3	-0.6

Brought forward from above: 2 compounds, then new ones.
SMILES	SUMO HTRF inh	VIM-2 inhibitor	p-CIP stab down	HCV NS3 hel inh	IDE cell activ	IDE cell inh	CRFBP-R2 block	GalR3 antagonist	IMP-1 inh
Cn1c(=O)c2c(nc3n2CC(O)CN3c2ccc(O)cc2)n(C)c1=O (stereo unspecified)	7.5	-2.3	-17.0	4.5	5.6	-2.9	3.6	-9.7	-3.2
C=C(C)C1CC=C(C)/C(=N/Nc2ccccc2[N+](=O)[O-])C1 (stereo unspecified)	-14.5	-0.6	-1.7	-8.9	-5.0	-0.2	-9.5	-3.3	-0.6
COc1ccc(NC(=O)N2CCN(C(=O)c3ccco3)CC2)c(OC)c1	-10.4	-0.8	-5.1	3.2	2.4	-2.7	4.0	-3.2	-2.3
COCCn1c(SCC(=O)Nc2ccc(NC(C)=O)cc2)nc2ccccc2c1=O	-4.0	0.1	9.7	-6.1	0.9	2.2	0.2	-12.6	-0.9
Cc1cc(NS(=O)(=O)c2ccc(NC(=O)/C=C/c3cccc(Cl)c3)cc2)no1	28.6	-2.6	-30.8	-10.7	-2.9	-1.2	30.9	-3.6	-1.2
O=C(O)c1ccccc1C(=O)Nc1ccccn1	-5.6	-1.1	-6.7	-2.8	5.8	2.7	-12.5	-3.2	0.1
O=C(O)c1cccc(CSc2nc(-c3ccc(Cl)cc3)cc(C(F)(F)F)n2)c1	-0.8	3.1	-3.1	25.5	8.1	5.6	-17.2	-4.8	-0.5
Cc1ccccc1CN1CCNC1=O	-6.2	-4.7	-0.5	-0.1	5.6	-1.2	3.5	-6.6	-4.4
O=c1c2ccccc2ncn1-c1ccc([N+](=O)[O-])cc1Cl	1.2	0.2	-8.2	-6.5	4.4	-4.4	11.7	-10.8	-0.1
O=C(NCc1ccco1)C1CCC(N2C(=O)C3C4CCC(C4)C3C2=O)CC1 (stereo unspecified)	14.1	-3.9	7.9	-4.1	-0.3	4.4	25.8	-4.5	-3.7
Cc1cc(C(=O)N(C2CCCCC2)C2CCCCC2)no1	-3.8	-1.8	-8.1	-2.6	6.7	5.7	0.3	-4.0	-1.5
Cc1nc(C(=O)NC2CCCCC2)sc1C1(C)CC(c2cccc([N+](=O)[O-])c2)=NO1 (stereo unspecified)	-5.9	/	-17.2	/	0.3	0.2	2.5	-2.8	/
O=C(CCS(=O)(=O)c1ccc(Br)s1)NC1CCCC1	0.5	-4.0	3.7	-1.0	2.8	6.9	9.4	-6.0	0.4
O=C(CNC(=O)c1cccnc1)N=Nc1c(O)[nH]c2c(Br)cc(Br)cc12	5.6	6.4	4.0	-6.5	0.7	0.2	2.3	-10.5	0.3
Cc1ccc(-c2nnc(N3CC(C)OC(C)C3)c3ccccc23)cc1 (stereo unspecified)	5.0	-5.8	-8.1	-4.0	7.0	-2.4	18.4	0.9	-4.0
NC(=O)CC(NC(=O)c1ccccc1)c1ccc(NCc2ccccc2)c([N+](=O)[O-])c1 (stereo unspecified)	9.3	/	-1.7	/	3.5	-1.6	15.1	-3.8	/
CC(C)CC1NC(=O)N(CC(=O)Nc2ccc3c(c2)CCC3)C1=O (stereo unspecified)	7.3	-2.0	-11.2	-4.9	4.7	-2.1	-7.0	-7.2	-2.0
Cc1cccc(C)c1Nc1nnc(SCC(=O)NC2CCS(=O)(=O)C2)s1 (stereo unspecified)	33.4	-0.3	-15.0	-5.0	1.5	-2.6	-6.5	-2.8	-1.6
Cc1ccsc1C1C2=C(CC(C)(C)CC2=O)Nc2ncnn21 (stereo unspecified)	5.7	-0.3	-12.9	12.1	-5.4	5.7	2.5	-6.4	-3.3
CCCS(=O)(=O)c1nc(S(=O)(=O)c2ccc(C)cc2)c(NCCCN2CCCC2=O)s1	8.3	0.3	-1.5	4.4	3.7	9.9	14.7	-6.3	-4.3
CCN(CC)C(=O)Cn1cc(S(=O)(=O)CC(=O)NCc2ccccc2)c2ccccc21	-5.8	-2.9	-29.1	5.7	2.5	5.0	10.7	1.1	-1.6
COC(=O)[C@@]1(C)CC[C@]2(C)CC[C@@]3(C)C(=CC(=O)C4[C@@]5(C)CC[C@H](O)C(C)(C)[C@@H]5CC[C@]43C)[C@H]2C1 (stereo partly specified)	16.4	/	-5.4	/	5.2	-0.1	1.1	0.5	/
Cc1ccc([N+](=O)[O-])cc1N=Nc1c(C)[nH]n(C(N)=S)c1=O	7.4	-2.5	-3.9	-12.2	-0.1	1.4	-3.5	-4.5	-2.8
Cc1ccc(S(=O)(=O)NN2C(=O)c3ccccc3NC2c2ccccc2)cc1 (stereo unspecified)	-1.0	-0.2	-5.0	0.6	0.6	-4.9	8.0	-3.5	1.2
CCc1ccccc1NC(=S)N(CCOC)C(C)c1ccco1 (stereo unspecified)	-7.4	-2.0	6.5	-0.9	1.9	5.1	19.6	-5.2	-2.8
Cc1cccc(C)c1NC(=O)CSc1nnc(-c2ccco2)n1N	-2.9	0.2	-13.5	-2.9	-0.5	1.3	-2.6	-1.4	-0.9
O=C(CSc1ccc2nnc(-c3ccc(F)cc3)n2n1)NCC1CCCO1 (stereo unspecified)	25.0	-3.5	-8.7	-4.0	7.4	1.4	-18.2	/	-2.7

The list continues.
SMILES	SUMO HTRF inh	VIM-2 inhibitor	p-CIP stab down	HCV NS3 hel inh	IDE cell activ	IDE cell inh	CRFBP-R2 block	GalR3 antagonist	IMP-1 inh
Cc1nc2ccc(NC(=O)Cc3c(F)cccc3Cl)cc2s1	-0.7	-1.5	-4.1	0.2	3.8	5.8	6.7	-1.9	-3.3
COC(CN(C(=O)CCl)C(C(=O)NC1CCCCC1)c1ccc(C)cc1)OC (stereo unspecified)	0.4	-2.5	8.2	7.3	3.7	4.7	5.4	-2.1	-1.8
CCc1nc(N(CC)CC)c2oc3ccccc3c2n1	/	0.3	/	-11.4	6.5	4.1	17.3	-3.9	-0.2
CCc1ccc(CCC(=O)Nc2ccc(Cl)cc2)o1	4.7	-1.2	-13.8	8.1	0.0	8.6	3.0	-12.0	-7.2
CCN1C(=C(C#N)C#N)C=Cc2ccccc21	11.8	1.0	-12.2	-7.0	6.7	-1.4	-1.4	-6.8	0.2
CCOc1ccc(S(=O)(=O)Nc2ccc(S(=O)(=O)N3CCCC3)cc2)cc1	6.3	-1.0	4.4	-2.5	-0.3	-2.6	-6.3	-2.5	-3.3
Cc1sc(/N=C/c2ccccc2O)c(C#N)c1C	17.0	-2.9	-1.0	3.7	/	1.7	/	/	-1.4
CCCCn1c(-c2ccccc2)cnc1SCC(=O)NCCc1ccc(OC)c(OC)c1	5.8	-2.7	-1.6	-9.3	3.5	9.4	31.7	-1.1	-3.1
